Screens: PubChem, NCI
Growth percent in the NCI-60 one-dose screen (48 h, 10 µM unless noted): 100 = growth as untreated, 0 = no growth, -100 = all killed.
HCC-2998: HCC-2998 colon cancer; 79,000 compounds, 4.7% hits; AID 1794799
DU-145: DU-145 prostate cancer | AID 1794760 | 81,000 compounds, 4.2% hits
SF-268: SF-268 CNS cancer cells; AID 1794759; 82,000 compounds, 3.1% hits
SNB-75: SNB-75 CNS cancer | 79,000 compounds, 5% hits
SNB-19: SNB-19 CNS cancer cells | 81,000 compounds, 2.5% hits
U251: U251 CNS tumor cells | 80,000 compounds, 5.4% hits
SF-539: SF-539 CNS cancer. 81,000 compounds, 6.8% hits. AID 1794752
SF-295: SF-295 CNS cancer cells | AID 1794758 | 79,000 compounds, 5.6% hits
PC-3: PC-3 prostate cancer cells; 80,000 compounds, 3.9% hits; AID 1794754
* = called active by the depositor. How the source made its calls: active means growth percent below 10; inactive means the rest.

Screening NC(=O)CC(=O)O returned HCC-2998 104.9, DU-145 105.6, SF-268 97.8, SNB-75 84.9, SNB-19 100.6, U251 102.0, SF-539 97.2, SF-295 98.0 and PC-3 99.0.
For COC(=O)C1=CCC[C@@H]2[C@@](C)(CC(=O)c3ccoc3)[C@H](C(=O)OC)CC[C@@]12C the results were DU-145 103.6, SF-268 109.5, SNB-75 77.3, SNB-19 84.2, U251 96.2, SF-539 105.5, SF-295 99.4 and PC-3 85.9.
`CCOc1cccc(-c2nc(N)nc(Nc3ccccc3SCSc3ccccc3Nc3nc(N)nc(-c4cccc(OCC)c4)n3)n2)c1` gave HCC-2998 100.1, DU-145 107.3, SF-268 81.2, SNB-19 100.0, U251 81.2, SF-539 90.6, SF-295 90.4 and PC-3 63.3.
For Cc1ccc(OC(=O)c2ccccc2)cc1 the results were HCC-2998 107.0, DU-145 113.8, SF-268 107.5, SNB-75 108.3, SNB-19 109.0, U251 94.8, SF-539 106.4, SF-295 117.1 and PC-3 104.8.
For O=c1[nH]c(N2CCNCC2)nc2sc3c(c12)CCCC3 the results were HCC-2998 101.8, DU-145 102.1, SF-268 98.8, SNB-75 75.9, SNB-19 92.3, U251 86.4, SF-539 92.8, SF-295 103.5 and PC-3 76.9.
C[N+](C)(C)C[C@H](O)CC(=O)[O-] was read as HCC-2998 105.6, DU-145 104.8, SF-268 98.7, SNB-75 83.9, SNB-19 101.2, U251 95.1, SF-539 92.0, SF-295 96.1 and PC-3 92.9.
O=C(CCC(=O)c1nc2ncccc2[nH]1)NN1C(=O)CSC1c1ccccc1O (configuration not stated) was read as HCC-2998 97.7, DU-145 105.8, SF-268 100.4, SNB-75 83.4, SNB-19 106.4, U251 99.8, SF-539 104.6, SF-295 105.3 and PC-3 95.2.
Screening CCOC(=O)CSc1nc(-c2ccccc2)c(C#N)c(N)c1C#N returned HCC-2998 100.4, DU-145 95.4, SF-268 90.1, SNB-75 122.4, SNB-19 91.9, U251 92.1, SF-539 104.6, SF-295 98.7 and PC-3 93.4.
For O=CNc1ccc(Cl)cc1 the results were HCC-2998 108.5, DU-145 101.2, SF-268 97.6, SNB-75 82.5, SNB-19 103.7, U251 96.7, SF-539 96.6, SF-295 96.3 and PC-3 95.5.
O/N=C/c1ccco1 was read as HCC-2998 104.7, DU-145 101.6, SF-268 97.9, SNB-75 84.3, SNB-19 99.5, U251 99.8, SF-539 96.3, SF-295 96.7 and PC-3 97.6.
Screening Clc1ccc2nc(CI)c(CI)nc2c1 returned HCC-2998 100.1, DU-145 86.1, SF-268 73.7, SNB-75 96.6, SNB-19 97.1, U251 71.7, SF-539 100.0, SF-295 88.8 and PC-3 84.8.
For O=C(Cc1ccccc1)c1ccc(O)c(F)c1 the results were HCC-2998 116.3, DU-145 114.8, SF-268 105.7, SNB-75 99.1, SNB-19 107.5, U251 111.1, SF-539 109.8, SF-295 114.1 and PC-3 103.5.
Screening CC(C)CSc1ncnc2nc[nH]c12 returned HCC-2998 100.6, DU-145 100.4, SF-268 91.5, SNB-75 100.7, SNB-19 93.8, U251 103.5, SF-539 88.4, SF-295 103.5 and PC-3 81.7.
For CCOC(=O)CCSC1=C(C)C(=O)c2ccccc2C1=O the results were HCC-2998 109.3, DU-145 105.8, SF-268 91.1, SNB-75 91.2, SNB-19 97.5, U251 95.0, SF-539 97.7, SF-295 99.9 and PC-3 74.0.
For C1=NN(c2ccccc2)C=NN1c1ccccc1 the results were HCC-2998 22.3, DU-145 99.7, SF-268 96.2, SNB-75 110.6, SNB-19 102.7, SF-539 98.0, SF-295 100.6 and PC-3 98.1.
Screening NS(=O)(=O)Oc1ccc(-c2cn3ccoc3n2)cc1 returned HCC-2998 109.5, DU-145 107.7, SF-268 102.6, SNB-75 99.5, SNB-19 96.9, U251 100.7, SF-539 97.9, SF-295 98.0 and PC-3 106.1.
CC1(C)CC(=O)c2c(nn(-c3ccccc3)c2-c2cn(-c3ccccc3)nc2-c2ccccc2)C1 was read as HCC-2998 103.7, DU-145 113.3, SF-268 92.6, SNB-75 86.0, SNB-19 89.4, U251 80.3, SF-539 99.8, SF-295 94.5 and PC-3 75.6.
Screening C#C[C@]1(O)CC[C@H]2[C@@H]3CC=C4c5sc(-c6c(Cl)cccc6Cl)nc5CC[C@]4(C)[C@H]3CC[C@@]21C returned HCC-2998 101.2, DU-145 97.5, SF-268 91.8, SNB-75 104.7, SNB-19 98.3, U251 94.9, SF-539 100.2, SF-295 100.7 and PC-3 83.1.
`COc1cc(C2=NN(C(C)=O)C(c3c(C)nn(-c4ccccc4)c3N3CCOCC3)C2)cc(OC)c1OC` (configuration not stated) gave HCC-2998 96.1, DU-145 106.5, SF-268 101.8, SNB-75 82.2, SNB-19 75.1, U251 90.4, SF-539 89.3, SF-295 93.8 and PC-3 86.3.
`O=[N+]([O-])c1cc2c(ccc3occc32)o1` gave HCC-2998 10.9, DU-145 -7.2*, SF-268 18.5, SNB-75 31.7, SNB-19 49.4, U251 48.7, SF-539 33.5, SF-295 -34.9* and PC-3 66.7.
Screening COc1ccc(-c2nnc(COc3ccc(Cl)cc3Cl)o2)cc1OC returned HCC-2998 95.0, DU-145 22.6, SF-268 45.7, SNB-75 -42.0*, SNB-19 44.6, U251 37.2, SF-539 83.6, SF-295 23.5 and PC-3 43.7.
O=C(CSc1nc2ccccc2c(=O)n1-c1ccccc1)Nc1cccc(C(=O)/C=C/c2ccc(Br)cc2)c1 was read as HCC-2998 103.2, DU-145 97.7, SF-268 90.3, SNB-75 80.2, SNB-19 86.2, U251 92.0, SF-539 103.3, SF-295 99.9 and PC-3 84.0.
`COc1cc(-c2c3c(c(Br)n2Cc2ccccc2)-c2nc(NC(=O)c4ccccc4)sc2CC3)cc(OC)c1OC` gave HCC-2998 98.0, DU-145 96.4, SF-268 77.4, SNB-75 90.7, SNB-19 97.6, U251 89.7, SF-539 93.3, SF-295 88.2 and PC-3 77.5.
`CC(=O)Oc1cccc(O)c1` gave HCC-2998 98.7, DU-145 121.0, SF-268 122.3, SNB-75 108.4, SNB-19 114.2, U251 101.3, SF-539 105.0, SF-295 105.8 and PC-3 102.6.
Screening C=CC(C)(C)[C@@]12Nc3c(ccc4c3C=CC(C)(C)O4)[C@]1(O)C[C@H]1C(=O)N3CCC[C@@]3(O)C(=O)N12 returned HCC-2998 98.3, DU-145 108.6, SF-268 96.5, SNB-75 83.8, SNB-19 102.8, U251 105.1, SF-539 95.4, SF-295 102.8 and PC-3 101.2.
CC(C)C(NC(=O)CCc1nc2c(=O)[nH]c(=S)[nH]c2[nH]c1=O)C(=O)O (configuration not stated) was read as HCC-2998 98.4, DU-145 103.3, SF-268 96.2, SNB-75 88.7, SNB-19 97.7, U251 105.8, SF-539 98.6, SF-295 99.8 and PC-3 95.5.
`OC1CCC2C=CCC1S2` (configuration not stated) gave HCC-2998 108.3, DU-145 121.6, SF-268 110.1, SNB-75 80.2, SNB-19 102.3, U251 115.9, SF-539 92.8, SF-295 97.9 and PC-3 109.9.
`CC(=O)c1ccc(N=C2N=c3ccccc3=C/C2=C\c2sc(=O)[nH]c2O)cc1` gave HCC-2998 97.1, DU-145 63.9, SF-268 70.6, SNB-75 41.1, SNB-19 76.5, U251 70.1, SF-539 82.9, SF-295 86.9 and PC-3 57.8.
Screening Cc1ccc(S(=O)(=O)O/N=C2/CCSc3ccccc32)cc1 returned DU-145 111.7, SF-268 103.1, SNB-75 74.0, SNB-19 99.7, U251 89.1, SF-539 91.4, SF-295 97.7 and PC-3 88.0.
COc1ccc(Nc2nc(=O)[nH]c(N)c2N=O)cc1 was read as HCC-2998 107.2, DU-145 115.8, SF-268 112.4, SNB-75 92.7, SNB-19 106.7, U251 95.3, SF-539 94.3, SF-295 101.3 and PC-3 89.4.

A draw from above in order of count of non-hydrogen atoms, falling.
`COc1cc(-c2c3c(c(Br)n2Cc2ccccc2)-c2nc(NC(=O)c4ccccc4)sc2CC3)cc(OC)c1OC` gave HCC-2998 98.0, DU-145 96.4, SF-268 77.4, SNB-75 90.7, SNB-19 97.6, U251 89.7, SF-539 93.3, SF-295 88.2 and PC-3 77.5.
O=C(CSc1nc2ccccc2c(=O)n1-c1ccccc1)Nc1cccc(C(=O)/C=C/c2ccc(Br)cc2)c1 was read as HCC-2998 103.2, DU-145 97.7, SF-268 90.3, SNB-75 80.2, SNB-19 86.2, U251 92.0, SF-539 103.3, SF-295 99.9 and PC-3 84.0.
`COc1cc(C2=NN(C(C)=O)C(c3c(C)nn(-c4ccccc4)c3N3CCOCC3)C2)cc(OC)c1OC` (configuration not stated) gave HCC-2998 96.1, DU-145 106.5, SF-268 101.8, SNB-75 82.2, SNB-19 75.1, U251 90.4, SF-539 89.3, SF-295 93.8 and PC-3 86.3.
CC1(C)CC(=O)c2c(nn(-c3ccccc3)c2-c2cn(-c3ccccc3)nc2-c2ccccc2)C1 was read as HCC-2998 103.7, DU-145 113.3, SF-268 92.6, SNB-75 86.0, SNB-19 89.4, U251 80.3, SF-539 99.8, SF-295 94.5 and PC-3 75.6.
COc1ccc(Nc2nc(=O)[nH]c(N)c2N=O)cc1 was read as HCC-2998 107.2, DU-145 115.8, SF-268 112.4, SNB-75 92.7, SNB-19 106.7, U251 95.3, SF-539 94.3, SF-295 101.3 and PC-3 89.4.
`O=[N+]([O-])c1cc2c(ccc3occc32)o1` gave HCC-2998 10.9, DU-145 -7.2*, SF-268 18.5, SNB-75 31.7, SNB-19 49.4, U251 48.7, SF-539 33.5, SF-295 -34.9* and PC-3 66.7.
`OC1CCC2C=CCC1S2` (configuration not stated) gave HCC-2998 108.3, DU-145 121.6, SF-268 110.1, SNB-75 80.2, SNB-19 102.3, U251 115.9, SF-539 92.8, SF-295 97.9 and PC-3 109.9.

Next part:
For CCOC(=O)C1[C@@H]2C(=O)N(c3ccc(OC)cc3)C(=O)[C@@H]2[C@H](c2cn(-c3ccccc3)nc2-c2ccccc2)N1Cc1ccccc1 (some centres not stated) the results were HCC-2998 96.5, DU-145 106.6, SF-268 97.1, SNB-75 81.2, SNB-19 86.2, U251 87.1, SF-295 101.8 and PC-3 74.6.
CCSc1nc(O)cc(=O)[nH]1 was read as HCC-2998 113.8, DU-145 111.1, SF-268 103.2, SNB-75 86.9, SNB-19 101.2, U251 96.4, SF-539 99.2 and SF-295 114.5.
`O=c1c2cc(Nc3nc(-c4ccc(F)cc4)cs3)ccc2nc2n1CCC2` gave HCC-2998 114.5, DU-145 79.3, SF-268 104.2, SNB-19 96.5, U251 88.0, SF-539 88.1, SF-295 95.9 and PC-3 102.0.
Screening C[C@]1(CO)O[C@@H](n2cc(F)c(=O)[nH]c2=O)C[C@@H]1O returned HCC-2998 29.4, DU-145 36.1, SF-268 35.9, SNB-75 74.7, SNB-19 46.2, U251 45.7, SF-539 28.8, SF-295 17.3 and PC-3 55.3.
Screening C=C(C)[C@@H]1CC=C2c3sc(-c4cccc(OCC)c4)nc3C[C@@H](C)[C@]2(C)C1 returned HCC-2998 118.8, DU-145 106.2, SF-268 106.4, SNB-75 87.7, SNB-19 99.9, U251 103.1, SF-539 100.8, SF-295 108.0 and PC-3 87.3.
Screening O=C1COCCN1c1ccc(NCc2cn(Cc3ccc([N+](=O)[O-])cc3)c3ccccc23)cc1 returned HCC-2998 97.9, DU-145 107.1, SF-268 94.9, SNB-75 81.5, SNB-19 98.4, U251 94.0, SF-539 94.2, SF-295 96.2 and PC-3 92.7.
For Fc1ccc(/C=N/NC(=S)Nc2ccc(C(F)(F)F)cc2)cc1 the results were HCC-2998 96.7, DU-145 99.4, SF-268 101.2, SNB-75 107.8, SNB-19 91.4, U251 87.5, SF-539 105.3, SF-295 95.5 and PC-3 69.4.
For O=C1c2ccc3c4ccc5c6c(ccc(c7ccc(c2c37)C(=O)N1CCC[P+](c1ccccc1)(c1ccccc1)c1ccccc1)c64)C(=O)N(CCC[P+](c1ccccc1)(c1ccccc1)c1ccccc1)C5=O the results were HCC-2998 25.5, DU-145 40.8, SF-268 57.6, SNB-75 131.3, SNB-19 42.4, U251 22.3, SF-539 47.4, SF-295 42.5 and PC-3 56.1.
O=C(/C=C\c1ccccc1)N1c2ccccc2CC1c1c[nH]c2ccccc12 (configuration not stated) was read as HCC-2998 85.6, DU-145 89.7, SF-268 75.2, SNB-75 62.4, SNB-19 85.8, U251 74.1, SF-539 95.1, SF-295 68.7 and PC-3 53.6.
Screening CSc1nnc2c(=O)n(C)c(=O)n(C)c2n1 returned HCC-2998 104.5, DU-145 100.0, SF-268 107.9, SNB-75 100.0, SNB-19 97.5, U251 97.2, SF-539 108.5, SF-295 129.6 and PC-3 83.2.
Screening Cc1ccc(S(=O)(=O)/C(=C\c2ccc(Cl)cc2)C(=O)c2ccc(Cl)cc2)cc1 returned HCC-2998 118.3, DU-145 113.2, SF-268 104.5, SNB-75 89.6, SNB-19 90.5, U251 96.9, SF-539 107.8, SF-295 95.6 and PC-3 101.7.
Screening c1ccc(CC2=Nc3ccccc3N3CNN=C23)cc1 returned HCC-2998 104.5, DU-145 107.4, SF-268 99.5, SNB-75 76.5, SNB-19 100.6, U251 98.8, SF-539 111.9, SF-295 94.7 and PC-3 85.8.
For O=C(/C=C/Nc1ccc(S(=O)(=O)Nc2ncccn2)cc1)c1ccc(N=Cc2c(O)[nH]c3ccccc23)cc1 the results were HCC-2998 109.0, DU-145 115.8, SF-268 111.5, SNB-75 101.9, SNB-19 112.0, U251 102.7, SF-539 101.7, SF-295 104.8 and PC-3 100.8.
`Cc1ccc2nc(-c3ccc(-c4nnc(SCC(=O)Nc5ccc(Br)cc5)o4)cc3)[nH]c2c1` gave HCC-2998 105.1, DU-145 82.9, SF-268 80.6, SNB-75 83.8, SNB-19 70.3, U251 11.5, SF-539 68.3, SF-295 63.8 and PC-3 56.8.
For O=C(O)c1cc(O)c(O)c(OC(=O)c2cc(O)c(O)c(O)c2CNc2ccc(S(=O)(=O)O)cc2)c1 the results were HCC-2998 98.9, DU-145 111.0, SF-268 103.6, SNB-75 91.0, SNB-19 105.1, U251 112.0, SF-295 115.8 and PC-3 90.9.
